# Screening results (PubChem BioAssay)
# NSD2 inh – NSD2 (human) methyltransferase inhibition | O96028 | NSD2 peptide methylation, AlphaScreen, 120 min | inhibition, % at 12.5 µM | hit rate 0.54% among 310,000 | AID 743445; in the data active = inhibition above about 50%
# PvdQ acylase – blocks Pseudomonas aeruginosa PvdQ acylase activity; AID 488965; purified PvdQ acylase, fluorescence plate reader; inhibition, % at 10 µM; hit rate 0.063% among 340,000; in the data active = inhibition above about 30%, passing the limit was not always enough;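 also: 0% = vehicle neutral wells and 100% = reference inhibitor wells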
# SR-BI HDL uptake – blocks mouse SR-BI lipid uptake from DiI-HDL; hit rate 0.96% among 320,000; Q61009; ldlA[mSR-BI] CHO cells, DiI-HDL uptake fluorescence, 3 h; inhibition, % at 12.5 µM;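 active = mean replicate inhibition of at least 70% and a set share of replicates each scoring 70 or more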;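 also: 0% = median of neutral control wells and 100% = median of positive control wells; values of inactives mirror those of a sister screen read the other way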
# Arrestin-AP2 inh – inhibitors of human beta-arrestin and AP2 interaction | FITC-arrestin peptide / GST-AP2 beads, flow cytometry; AP2 beta2 appendage carries R879A mutation | inhibition, % at 10 µM | hit rate 0.31% among 340,000;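 active = inhibition above a set limit, near 3 SD of compounds lacking own fluorescence, cut at about 54% in these data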;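 also: plate controls were DMSO wells for no effect and 5 µM unlabelled arrestin peptide for full effect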
#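 Measured by: flow cytometry, FL1 (488/535 nm); Material: AP2 appendage R879A on GSH beads; Evaluation: percent response; Timing: pre-incubation 12 min, peptide binding 1 h, room temperature; Also added: 50 nM FITC-arrestin peptide; Medium: PBS with 0.05% Tween 20 and 0.1% BSA.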
# Cardiac RTF inh – cardiac RTF calcium desensitization. IANBD-labeled cardiac RTF, Ca2+ fluorescence. AID 493244. P19429+P45379. inhibition, % at 7.15 µM. hit rate 0.12% among 340,000;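 active = inhibition above the mean inhibition of all tested compounds plus 3 SD, cut at about 17% in these data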;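 also: assay run at fixed EC70 calcium of 1.6 mM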
# PKA-R2B activ – activates the human PKA-R2B holoenzyme complex; P22694+P31323; PKA-R2B holoenzyme dissociation, Cy5-IP20 fluorescence polarization; R2B truncated from residue 108, S112A mutant; 0% DMSO only, 100% 113 µM cGMP; activation, % at 11.4 µM; hit rate 0.079% among 340,000; AID 504700;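 active = activation above a cutoff set at the mean over all compounds plus 3 SD, cut at about 18% in these data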;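 also: higher means more holoenzyme dissociation and a rise in polarization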
# Target sequence (P31323 whole entry, looked up, other chains not shown, the tested form may be a part): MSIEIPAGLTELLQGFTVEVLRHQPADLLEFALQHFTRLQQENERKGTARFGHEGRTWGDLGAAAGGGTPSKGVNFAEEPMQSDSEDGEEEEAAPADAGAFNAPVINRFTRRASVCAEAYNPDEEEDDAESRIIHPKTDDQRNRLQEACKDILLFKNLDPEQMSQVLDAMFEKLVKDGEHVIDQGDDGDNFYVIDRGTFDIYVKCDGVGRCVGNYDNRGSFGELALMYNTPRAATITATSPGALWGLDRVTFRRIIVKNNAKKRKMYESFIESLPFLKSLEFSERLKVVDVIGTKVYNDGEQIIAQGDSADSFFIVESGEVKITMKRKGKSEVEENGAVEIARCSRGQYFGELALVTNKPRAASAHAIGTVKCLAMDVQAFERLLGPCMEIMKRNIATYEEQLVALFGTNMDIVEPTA
# DAGLB inhibitor – blocks human DAGLB lipase activity; Q8NCG7; HEK293T DAGLB membrane lysate, EnzChek fluorogenic substrate; inhibition, % at 5.17 µM; hit rate 0.059% among 340,000; AID 504411; in the data active = inhibition above about 34%;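 also: 0% = enzyme with vehicle and 100% = wells lacking enzyme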
# Target sequence (Q8NCG7 whole entry, looked up): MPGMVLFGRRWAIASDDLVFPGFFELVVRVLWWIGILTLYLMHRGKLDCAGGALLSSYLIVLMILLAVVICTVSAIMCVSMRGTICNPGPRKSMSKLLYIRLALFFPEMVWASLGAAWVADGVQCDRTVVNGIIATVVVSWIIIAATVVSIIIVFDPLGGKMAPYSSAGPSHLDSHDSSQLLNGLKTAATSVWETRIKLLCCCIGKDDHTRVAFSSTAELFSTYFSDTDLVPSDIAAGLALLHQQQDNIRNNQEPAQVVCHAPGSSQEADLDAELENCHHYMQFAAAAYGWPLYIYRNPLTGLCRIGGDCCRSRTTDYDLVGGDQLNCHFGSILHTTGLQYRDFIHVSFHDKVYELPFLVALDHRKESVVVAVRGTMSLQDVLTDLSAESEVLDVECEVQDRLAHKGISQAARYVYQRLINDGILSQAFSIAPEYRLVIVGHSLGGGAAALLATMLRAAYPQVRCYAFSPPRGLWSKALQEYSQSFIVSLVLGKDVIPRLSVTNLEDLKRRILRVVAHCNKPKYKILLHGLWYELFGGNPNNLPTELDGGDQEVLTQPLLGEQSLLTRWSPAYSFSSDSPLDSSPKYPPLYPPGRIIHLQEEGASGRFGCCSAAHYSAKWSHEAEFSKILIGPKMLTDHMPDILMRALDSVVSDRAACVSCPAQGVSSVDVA
# C-LANA FP – blocks KSHV LANA C-terminal domain binding to DNA. MBP-C-LANA/FAM-LBS DNA binding, fluorescence polarization. inhibition, % at 9 µM. hit rate 0.078% among 340,000;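 active = highest replicate inhibition at or above 60% at 9 µM, even if other replicates fall short; inactive = all replicates below 60% inhibition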;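 also: 0% = neutral control wells and 100% = 4 µM acridine orange control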
# Keap1-Nrf2 PPI – disrupts human Keap1 binding to Nrf2 peptide; Q14145; Keap1 Kelch-Nrf2 peptide fluorescence polarization, 1536-well; inhibition, % at 9.4 µM; hit rate 0.15% among 340,000; in the data active = inhibition above about 12%;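 also: human Keap1 Kelch domain with fluorescein labeled Nrf2 9mer peptide probe; 0% = neutral control wells and 100% = peptide positive control; higher means more block of Keap1 binding to Nrf2 peptide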
# SR-BI DiI-HDL act – SR-BI HDL lipid transfer activation; CHO ldlA[mSR-BI] cells, DiI-HDL uptake fluorescence, 3 h; 100 = double the neutral-control signal; hit rate 0.096% among 320,000; AID 504775; activation, % at 12.5 µM;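 active = mean replicate activation of at least 60% and every replicate at or above 60%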;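 also: 0% = median plate neutral-control signal and 100% = twice that signal; values of inactives mirror those of a sister screen read the other way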
#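 system = CHO ldlA[mSR-BI] cells, LDL receptor-null, SR-BI overexpressing | medium = Ham's F12 with 0.5% BSA, HEPES 25 mM, pH 7.4 | probe or stimulus = DiI-HDL 10 µg/mL | compound dosing = single-point compound dose | incubation = compound exposure 3 h, 37 °C | technique = DiI fluorescence, bottom read | read-out = cell-associated DiI fluorescence as measure of HDL uptake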
# * marks the source's active call; other numbers are inactive results; · = no result given. No enrichment for hits (roughly 2.1% active in at least one column).
molecule	Arrestin-AP2 inh	NSD2 inh	Cardiac RTF inh	C-LANA FP	PvdQ acylase	SR-BI HDL uptake	Keap1-Nrf2 PPI	DAGLB inhibitor	SR-BI DiI-HDL act	PKA-R2B activ
O=C(CCCOc1cccc(Br)c1)NCCOc1ccccc1	-9	-10	-8	-1.6	-9	-7	-5	-4	7	10
O=C(NNC(=O)c1cccs1)c1ccc(Br)o1	-3	·	-3	1.1	-5	0	-3	4	0	-2
O=C(COC(=O)c1ccccc1NCCO)Nc1cccc(S(=O)(=O)NC2=NCCCCC2)c1	36	-4	-3	-2.1	6	16	0	3	-16	-7
CCOC(=O)c1sc2nc(C)nc(NC3CCC(O)CC3)c2c1C (centres undefined)	14	91*	10	0.7	0	·	-3	-3	·	4
C/C=C\C(=O)Nc1cccc(C2=NOC3(C2)C[C@@H](C(N)=O)N(C(=O)CCCCC)C3)c1 (some centres undefined)	5	·	1	-0.6	-9	17	-8	1	-17	-7
Cc1ccnc(SCC(=O)Nc2oc(-c3ccccc3)c(-c3ccccc3)c2C#N)n1	8	-2	-7	0.0	7	21	0	-6	-21	-13
COc1cccc(-c2cc(C(=O)N3CCc4ccccc4C3)no2)c1	0	-8	-7	-0.7	-5	16	-5	-5	-16	8
Cc1ccccc1NC(=O)CSc1nnc(NC(=O)C2CC2)s1	-2	6	-7	-1.7	11	·	4	-2	·	1
Cc1cccc(NC(=O)c2cc(S(=O)(=O)N3CCc4ccccc43)cn2C)c1C	19	·	-6	0.1	3	13	1	-2	-13	-10
CCN(CC(=O)Nc1c(F)cccc1F)C(=O)c1cc(S(=O)(=O)N2CCOCC2)ccc1N1CCCC1	0	-1	-11	-1.3	-8	-41	4	-2	41	-3
COc1ccc2c(C(F)(F)F)cc(=O)oc2c1C	-14	19	3	-1.0	-9	-4	3	-4	4	5
Cc1ccccc1C(=O)NNC(=O)CSc1nnc(C)n1-c1ccccc1	1	-4	9	0.2	6	3	-3	-2	-3	-7
CC(=O)c1sc2nsc(SCCN3CCCC3)c2c1N	4	8	-2	1.9	-16	2	-1	-1	-2	3
Cc1ccccc1OCCNc1ccc(C(F)(F)F)cc1[N+](=O)[O-]	-5	6	0	0.3	-9	21	-2	-10	-21	-10
CCOc1ccc(C(=O)N2CCC3(CC2)NCCc2[nH]cnc23)cc1	-4	0	2	-1.9	9	-16	-3	3	16	-1
O=C(c1cc(F)ccc1F)C1CCCN(C(=O)CCc2cnccn2)C1 (centres undefined)	14	-3	-9	0.5	-9	-6	1	0	6	0
CCOC(=O)[C@@H]1[C@H]2COc3cc(OC)ccc3[C@H]2N2C(=O)N(c3cccc(F)c3)C(=O)[C@@]12C	-2	·	1	0.7	1	9	3	-7	-9	-5
O=C(c1ccccc1Cl)N(Cc1ccc(Cl)c(Cl)c1)N1C(=O)CCCC1=O	-13	-1	-3	0.9	6	·	-1	-1	·	2
CCCCN1C(=N)N([C@@H](CN2CCC[C@H]2CN2C(N)=NC[C@@H]2Cc2ccccc2)C(C)C)C[C@H]1Cc1ccccc1	5	·	4	0.8	-28	-22	-6	2	22	-3
COc1ccnc(N=CNOCc2cccc(Cl)c2Cl)c1C#N	-1	1	-6	0.9	-8	17	-11	-3	-17	-1
O=C(Nc1ccccc1Cl)C1C2CCC3C(CCC21)C3(Cl)Cl (centres undefined)	26	-1	-3	0.3	17	4	-1	-3	-4	-10
O=C(CN1CCOCC1)Nc1c(Cl)cc(Cl)cc1Cl	33	2	-3	0.9	3	-19	1	1	19	-2
COc1ccc(S(=O)(=O)Nc2cccc(S(=O)(=O)N(C)C)c2)cc1[N+](=O)[O-]	0	13	-5	0.0	-12	·	-3	3	·	-4
Cc1ccc(NC(=S)NNC(=O)C2CC2c2ccc(C)cc2)cc1 (centres undefined)	10	3	2	-0.1	10	-10	-3	-1	10	0
Cc1ccc(C)c(NS(=O)(=O)c2cc(C(=O)NCc3ccco3)ccc2C)c1	7	2	-6	0.2	-15	-3	-5	0	3	-5
Cc1ccc(N(CC(=O)Nc2ccc(C)cn2)S(=O)(=O)c2c(C)nn(C)c2C)cc1	16	·	-5	-1.9	14	-17	-7	0	17	0
N/C(=N\OC(=O)Cc1ccccc1)c1cccnc1	-9	13	-11	1.6	-5	-24	4	1	24	-12
CCNc1c([N+](=O)[O-])c(=O)oc2ccccc12	9	1	-6	-0.5	-11	-9	-2	-1	9	12
COc1ccc(CCN(C)C2CCCN(S(=O)(=O)N(C)C)C2)cc1OC (centres undefined)	30	-1	0	1.8	-3	-5	2	-1	5	-5
Nc1nc(N)nc(-c2cc(Cl)ccc2Cl)n1	-2	·	6	0.0	-7	8	-2	0	-8	2
CN1CCCN(Cc2nc(-c3cccc(C(F)(F)F)c3)no2)CC1	2	-1	-1	-1.1	-9	11	-2	0	-11	-20
Cc1cc(Cl)cc(Cl)c1OCC(=O)NCc1ccco1	-2	·	-4	-1.5	-20	19	-8	7	·	-7
Cc1ccc(C)c(NC(=S)NC(NC(=O)N(C)C)C(Cl)(Cl)Cl)c1 (centres undefined)	6	0	-11	-1.2	-9	1	-5	2	-1	8
CCc1c(C)c2cc(Cl)c(O)c(CN(C)C)c2oc1=O	19	0	-4	0.1	-3	-11	-5	1	11	1
CC(=O)C1=C(c2ccccc2)OC(N)=C(C#N)C1c1ccccc1C (centres undefined)	20	-1	6	-0.7	4	-10	0	-4	10	4
CN(C)c1ccc(N=Nc2ccc(C(=O)O)cc2)cc1	7	34	5	13	-9	-14	-5	10	14	-3
CC(C)N1CC(COc2ccc(Br)cc2)OC1=O (centres undefined)	25	0	5	1.5	2	3	1	-5	-3	1
O=C(COc1ccc(F)cc1Cl)Nc1ccc(N2CCOCC2)cc1N1CCOCC1	-3	4	-8	1.2	7	8	-2	1	-8	-5
COC[C@@H]1NS(=O)(=O)c2ccc(Br)cc2O[C@H]1c1ccccc1	1	·	-4	-1.2	-14	5	0	-4	-5	2
CC(NC(=O)Cn1nc(-c2ccccc2)ccc1=O)c1ccccc1 (centres undefined)	3	-8	-6	-6.9	-9	3	0	1	-3	0
CC(=O)Nc1nc(C)c(Oc2cccc(C(F)(F)F)c2)c(=O)[nH]1	36	-2	5	-1.9	4	-35	7	-2	35	3
CCOc1ccc(NC(=O)CCC(=O)Oc2ccc(C)cc2)cc1	-8	-2	0	-0.7	-18	-13	-1	-4	13	-11
O=C(NNC(=O)c1ccc(Br)o1)c1ccc(NC(=O)c2ccccc2)cc1	-31	-1	-11	-0.2	-9	45	-3	-2	-45	8
CCN(CC)c1ccc(/C=N/Nc2nc3ccccc3[nH]2)cc1	-2	6	7	-0.4	0	24	-3	13	-24	-10
Cc1cc2ccccn2c1C(=O)c1ccc(N/N=C/c2ccc(C(=O)O)cc2)c([N+](=O)[O-])c1	10	4	-1	1.1	13	·	-4	2	·	-13
COc1cc(CNc2ncc(-c3ccc(Br)cc3)n2C)cc(OC)c1O	-9	8	-4	0.3	-19	2	0	2	-2	0
CC(C)(C)c1ccc(S(=O)(=O)N2CCC(O)(c3ccc(Cl)cc3)CC2)cc1	-10	1	3	-4.1	-12	8	-5	-22	-8	1
COc1ccc(Cl)cc1NC(=O)CN(C)C(=O)c1cn(-c2ccccc2)nc1-c1cccnc1	4	2	-27	-0.5	3	10	-2	-5	-10	-5
COc1cc(NC(=S)Nc2ccc(Br)cc2Cl)c(OC)cc1Cl	10	1	-3	-0.8	9	12	-1	1	-12	-11
COc1cc(C(C)=O)ccc1Oc1ncnc2c1cnn2-c1ccccc1	4	-2	6	-1.2	4	1	-3	-1	-1	-15
CC(=O)c1cccc(NC(=O)c2ccc(C(=O)Nc3cccc(C(C)=O)c3)nc2)c1	-9	-4	-11	-0.3	-7	32	2	3	-32	7
CC(NC(N)=O)C12CC3CC(CC(C3)C1)C2 (centres undefined)	8	2	-4	0.9	-5	-23	-3	0	23	9
Nc1cc(-c2ccc(Br)cc2)nn1Cc1ccccc1	15	-2	-1	-2.8	-7	-13	-4	-1	13	-4
CCCOc1ccccc1NS(=O)(=O)c1ccc2[nH]c(=O)[nH]c2c1	-7	6	-1	1.1	-6	-20	0	2	20	8
Cc1ccc(S(=O)(=O)NCC(=O)NCC(=O)N2CCN(c3ncccn3)CC2)cc1C	-3	1	-12	1.2	-9	10	-4	1	-10	6
CC(C)CCn1c(N2CCN(c3cccc(Cl)c3)CC2)nc2c1c(=O)[nH]c(=O)n2C	-6	-5	-8	1.9	-15	-2	0	2	2	-6
CC(C)CN(C(=O)COC(=O)C(C)N1C(=O)c2ccccc2C1=O)c1c(N)n(Cc2ccccc2)c(=O)[nH]c1=O (centres undefined)	-14	1	-15	-0.7	-12	-27	0	2	27	3
COC(=O)/C=c1/sc2n(c1=O)CCN=2	2	3	-6	1.6	-11	-25	-5	0	25	-2
O=c1[nH]c2ccccc2nc1Cc1ccc(Cl)cc1	-7	0	10	-1.1	-11	-1	1	2	1	-10
CCN(CC)S(=O)(=O)c1cccc(C(=O)/C=C2/N(C)c3ccccc3C2(C)C)c1	·	-34	-18	0.2	-15	39	2	-5	-39	-5

# The listing continues:
molecule	Arrestin-AP2 inh	NSD2 inh	Cardiac RTF inh	C-LANA FP	PvdQ acylase	SR-BI HDL uptake	Keap1-Nrf2 PPI	DAGLB inhibitor	SR-BI DiI-HDL act	PKA-R2B activ
CCOC(=O)c1c(C)c(C(=O)Nc2ccc3c(c2)OCCO3)c(C)n1CC	2	2	4	1.1	-12	38	0	0	-38	0
O=C(COc1ccc(Cl)cc1Cl)NN1C(=O)/C(=C\c2ccc(Cl)cc2)SC1=S	-1	-3	-14	1.3	-26	-9	-8	1	9	3
Cn1c(=O)n(CCc2ccccc2)c(=O)c2c1nc1n2CCCN1c1ccccc1	-7	·	-1	-0.3	0	22	-5	0	-22	-11
O=C(C[C@@H]1C/C=C\C[C@H](NC(=O)OCC2c3ccccc3-c3ccccc32)C(=O)O[C@H](c2ccccc2)CNC1=O)NCCO	-5	·	5	-0.8	14	36	-4	2	-36	1
O=C(CC1S/C(=N/N=C/c2cccs2)NC1=O)Nc1ccc(Cl)c(Cl)c1 (centres undefined)	-2	-2	3	-2.2	6	25	-1	-5	-25	3
COc1ccc(Cc2c(O)nc[nH]c2=O)cc1	12	2	-1	-0.2	15	-18	-1	1	18	-11
COc1ccccc1-n1c(SCC(=O)Nc2cccc(C)c2)nc2c(c1=O)SCC2	-2	·	1	0.2	-17	14	-1	-2	-14	4
